NFkB transloc inh = blocks IL-1B driven NFkB nuclear translocation in HUVEC cells. AID 796. HUVEC IL-1B NFkB p65 nuclear translocation imaging. inhibition, % at 2 µM. 94,000 compounds, 0.43% hits;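 active means inhibition above about 30% together with a positive call from visual inspection of the well image, limit read from the data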;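 further: nuclear over cytoplasmic p65 intensity ratio measured by imaging; 0% = IL-1B stimulated DMSO wells and 100% = unstimulated DMSO wells; values of inactives mirror those of a sister screen read the other way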
MRP reversal = compounds reversing MRP-mediated drug resistance; AID 602; differential viability (reversal), % at 10 µM; H69AR cells + 2 uM doxorubicin, CellTiter-Glo, 72 h; 85,000 compounds, 0.04% hits;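 active means viability drop by adding the cancer drug above about 55%, with treated viability meeting a 40% cutoff, limit read from the data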;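 further: viability without doxorubicin minus viability with 2 µM doxorubicin for each compound; larger differential means the compound sensitizes cells more to doxorubicin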
NFkB transloc pot = enhances IL-1B driven NFkB nuclear translocation; activation, % at 2 µM; AID 819; HUVEC IL-1B NFkB p65 nuclear translocation imaging; 94,000 compounds, 0.3% hits;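 active means activation above 40%, about the mean plus 3 SD, also judged a hit on visual image review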;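 further: percent activation is computed from the nuclear over cytoplasmic p65 intensity ratio; values of inactives mirror those of a sister screen read the other way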
Bcl-B displacement = displacers of TR3 peptide from Bcl-B, primary screen, selectivity assay for Bfl-1 inhibitor project, biochemical, fluorescence polarization | FP displacement of FITC-TR3 peptide from Bcl-B; higher % means a stronger effect | displacement, % at 20 µM, or IC50 in µM where a hit was titrated | 96,000 compounds, 0.11% hits;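 active means displacement above 50% at 20 µM plus a fluorescence interference ratio under 1.5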;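 further: plate controls were wells without compound for no effect and wells lacking Bcl-B protein for full effect; a part of the inactive calls stands beside numbers as strong as those of hits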
PLAP inhibitors HTS = PLAP enzyme inhibitors, biochemical, luminescence, HTS (AID 690) | 96,000 compounds, 0.08% hits | inhibition, % at 20 µM; hits with a dose series show IC50 in µM | purified PLAP, luminescent substrate; higher % means a stronger effect; in the data active means a potency from the dose series; inactive means the rest, 99 in 100 with inhibition below about 30%; further: strong numbers were not always called active
MRP reversal cytotoxicity = also measured in MRP reversal; calls as there; viability, %; H69AR cells, CellTiter-Glo, 72 h; measured here: cytotoxicity without doxorubicin
MRP reversal with doxorubicin = recorded beside MRP reversal, whose call it bears; viability, %; measured here: viability with 2 uM doxorubicin; hits give low values
NFkB transloc inh cell count 2 µM = also measured in NFkB transloc inh; calls as there; cell count; measured here: cells passing quality filter;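 raw number of nuclei counted in each imaged well without normalization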
NFkB transloc pot cell count 2 µM = recorded beside NFkB transloc pot, whose call it bears; cell count; measured here: cells passing quality filter
* hit, by the source's call; . = no result given. The list is partial, so the mix of outcomes need not match the whole.

SMILES	NFkB transloc inh	NFkB transloc inh cell count 2 µM	MRP reversal	MRP reversal cytotoxicity	MRP reversal with doxorubicin	NFkB transloc pot	NFkB transloc pot cell count 2 µM	Bcl-B displacement	PLAP inhibitors HTS
CCN(CC)C(=O)c1cc2c(=O)n3ccccc3nc2s1	-21	188	-11	94	106	21	188	1%	6%
CC1(C(=O)NC2CCCCCCC2)CC1(Cl)Cl (stereo not given)	-13	191	.	.	.	13	191	4%	-8%
CC(=O)Nc1cccc(NC(=O)CCn2cnc3cc(C)c(C)cc32)c1	-7	160	-13	77	90	7	160	-2%	20%
O=C(NC12CC3CC(CC(C3)C1)C2)C1CCCN1C(=O)NC1CCCCC1 (stereo not given)	10	176	10	97	88	-10	176	-4%	-45%
Cc1ccc(-n2c(-c3ccncc3)nnc2-c2ccco2)cc1	-21	216	-1	81	81	21	216	8%	-16%
CC(C)Cc1cc(C(=O)Nc2cccnc2)no1	6	172	-12	91	103	-6	172	8%	6%
CCCC(=O)Nc1cc(C)c(NC(=O)c2ccncc2)cn1	.	.	-2	94	96	.	.	-3%	10%
O=C(Nc1cc(C(F)(F)F)ccc1-n1cncn1)c1ccc(-c2ccccc2)cc1	-2	170	6	72	66	3	170	-29%	13%
O=C(NCCCn1ccnc1)Nc1cccc(Cl)c1	-22	132	-31	66	97	22	132	-4%	4%
Cc1cccc(C(=O)Nc2cccc(C(=O)N3CCOCC3)c2)c1	11	43	0	89	89	-11	43	-2%	14%
CCN(CC)CCNC(=O)CS(=O)Cc1nc(-c2ccc(C)cc2)oc1C (stereo not given)	7	106	-1	93	94	-7	106	3%	-43%
CC1CCc2nc(NC(=O)CN3CCN(c4ccc(F)cc4)CC3)sc2C1 (stereo not given)	-10	186	11	88	77	10	186	-5%	-82%
CC(=O)C1=C(O)CCC1=NCCc1ccccc1	-2	198	18	110	92	2	198	-2%	16%
O=C(Nc1ccc(NC(=O)C2CCCCC2)nc1)c1ccco1	2	183	-4	80	84	-2	183	-6%	14%
CN(Cc1ccccc1)Cc1ccccc1F	0	113	-4	98	102	0	113	4%	-6%
C=CCOC(=O)C1=C(C)Nc2nnnn2C1c1cc(OC)ccc1OC (stereo not given)	.	.	-2	85	86	.	.	-7%	-6%
O=C(Nc1cccc(NC(=O)c2ccco2)c1)c1ccc2c(c1)OCO2	-8	162	11	77	66	8	162	-1%	4%
CCC(Sc1nncn1C)C(=O)Nc1ccccc1OC (stereo not given)	6	146	7	98	91	-6	146	-2%	2%
O=C(NCc1ccco1)c1ccc(Cn2c(=O)c3sccc3n(Cc3ccc(F)cc3)c2=O)cc1	-12	81	12	83	71	12	81	-7%	-33%
O=C(O)CCC(=O)c1ccc2c(c1)OCCCO2	0	104	8	90	82	1	104	-6%	4%
Cn1c(NCC2CCCO2)nc2c1c(=O)n(Cc1ccccc1)c(=O)n2C (stereo not given)	2	131	-12	83	96	-1	131	5%	-52%
Cc1cccc(Oc2ccc(N)cc2)c1	-8	118	-22	69	91	8	118	-2%	6%
CCC1CCCCN1C(=O)Cn1c(C(=O)OC)cc2sc(Cl)cc21 (stereo not given)	-13	112	-5	60	65	13	112	4%	11%
Cn1c(C(=O)N2CCCC(C(=O)O)C2)cc2sccc21 (stereo not given)	-3	66	-19	92	111	3	66	-6%	9%
Cc1ccc(C(=O)CSc2nnc(-c3c[nH]c4ccccc34)o2)cc1	-4	106	.	.	.	4	106	-2%	25%
CCc1nc2sc(C#N)c(N)c2c2c1CCCC2	-11	163	15	84	69	11	163	.	.
Cc1cc(NC(=O)COc2ccc(Cl)cc2Cl)n(CCC#N)n1	-18	160	15	93	79	18	160	0%	-51%
COc1cc(S(=O)(=O)N2CCCC3(CCCCC3)C2)ccc1-n1cnnn1	-2	182	.	.	.	1	182	-4%	-40%
CCOc1cc(N2CCOCC2)c(OCC)cc1NC(=O)CN1C(=O)NC2(CCc3ccccc32)C1=O (stereo not given)	-24	145	.	.	.	24	145	-8%	-46%
COc1ccc(-c2nc(-c3ccc(NC(=O)c4ccncc4)cc3)no2)cc1OC	-10	69	.	.	.	10	69	-4%	-44%

Continued, overlapping the part above by two compounds.
SMILES	NFkB transloc inh	NFkB transloc inh cell count 2 µM	MRP reversal	MRP reversal cytotoxicity	MRP reversal with doxorubicin	NFkB transloc pot	NFkB transloc pot cell count 2 µM	Bcl-B displacement	PLAP inhibitors HTS
CCOc1cc(N2CCOCC2)c(OCC)cc1NC(=O)CN1C(=O)NC2(CCc3ccccc32)C1=O (stereo not given)	-24	145	.	.	.	24	145	-8%	-46%
COc1ccc(-c2nc(-c3ccc(NC(=O)c4ccncc4)cc3)no2)cc1OC	-10	69	.	.	.	10	69	-4%	-44%
O=C(NC1CC1)c1scc2c1OCCO2	-6	101	1	97	95	5	101	8%	-2%
CCOC(=O)N1CCC(N2C(=O)c3ccc(C(=O)Nc4ccc(F)cc4F)cc3C2=O)CC1	.	.	28	51	24	.	.	2%	-10%
CSCC[C@H](NC(=O)OC(C)(C)C)C(=O)N1CCC(C(=O)N[C@@H](C)C(=O)O)CC1	-13	190	-5	98	103	13	190	3%	-25%
Cc1csc(NC(=O)c2ccc(C)c(S(=O)(=O)N3CCCCC3)c2)n1	-4	195	1	83	82	4	195	-35%	-14%
CC(=O)c1ccc(OC(=O)C2CC(=O)N(c3cccc(C)c3)C2)cc1 (stereo not given)	8	155	14	100	85	-8	155	-14%	7%
Cc1ccc(NC(=O)N/C=C/c2ccco2)cc1	6	118	.	.	.	-6	118	-21%	-49%
CSc1nnc2c3cc(C)ccc3n(Cc3ccccc3)c2n1	.	.	-12	63	75	.	.	-6%	4%
Cc1ccc2[nH]c3c(N4CCOCC4)ncnc3c2c1	0	57	10	91	81	0	57	18%	19%
CC(=O)c1cc(F)c(N2CCOCC2)cc1C	9	65	9	112	103	-9	65	0%	-23%
Cc1ccc(NCC(=O)c2ccccc2)cc1Cl	2	101	.	.	.	-2	101	-6%	20%
CCN(CCCNC(=O)C1CCN(S(=O)(=O)CC)CC1)c1cccc(C)c1	-1	120	-1	83	84	1	120	5%	-2%
CCc1ccc(NC(=O)N(CCCOC(C)C)C2CCN(C(C)=O)CC2)cc1	0	110	-5	92	97	0	110	-10%	-30%
Cc1ccc(C(=O)OC2CCS(=O)(=O)c3sccc32)cc1 (stereo not given)	-7	160	6	89	83	7	160	2%	18%
COc1ccc(OC)c(C2C(C(=O)Nc3ccc(F)cc3)=C(C)Nc3nc(CCCO)nn32)c1 (stereo not given)	.	.	.	.	.	.	.	5%	-13%
Cc1nn(Cc2ccccc2)c2c1C(c1ccco1)C(C#N)=C(N)O2 (stereo not given)	10	175	11	68	57	-10	175	-3%	-6%
CSc1cccc(NC(=O)Nc2ccccc2)c1	6	120	10	80	70	-5	120	-3%	2%
O=C(Nc1ccccc1C(=O)NC1CCCCC1)c1ccco1	4	117	13	71	59	-4	117	.	.
O=C1c2ccccc2NC(c2cnc3ccccc3n2)N1O (stereo not given)	-14	118	-13	76	88	14	118	-6%	16%
CCN(CC)CCNC(=O)Cn1nc(Cc2cccnc2)c2ccccc2c1=O	.	.	1	87	86	.	.	-5%	-13%
Cn1ccnc1C(=O)c1cc(=O)c2ccccc2o1	1	147	7	94	87	-1	147	2%	-5%
Cc1nnc(N/N=C/c2cc([N+](=O)[O-])c(N3CCC(C)CC3)cc2N2CCC(C)CC2)n1N	-15	148	.	.	.	15	148	36%	-56%
CCOC(=O)c1nn(-c2ccccc2C)c(=O)c(C#N)c1C	-11	97	30	106	77	11	97	8%	23%
N#CC(C#N)=c1ccc2c(c1)NC1(CCCCC1)N=2	6	93	0	1	1	-6	93	5%	24%
CC(C)(C)c1ccc(C(=O)NNC(=O)C(=O)N2CCCCC2)cc1	6	135	.	.	.	-6	135	2%	-76%
CCOC(=O)C1CCN(c2cc(=O)n(C3CCCCC3)c(=O)[nH]2)CC1	-15	106	35	59	24	15	106	8%	-3%
CC1S/C(=C(\C#N)C(=O)NCc2ccco2)N(Cc2ccco2)C1=O (stereo not given)	.	.	1	84	83	.	.	7%	8%
CCN(C(=O)CN1CCN(c2ccccc2)CC1)c1c(N)n(Cc2ccccc2)c(=O)[nH]c1=O	3	194	-3	89	92	-3	194	-17%	4%
CC(C)Oc1ccc(CNC(=O)Cn2c(=O)oc3ccccc32)cc1	0	172	-3	91	93	0	172	-6%	18%
COc1cccc(NC(=O)C2C3CC4OC(=O)C2C4C3)c1 (stereo not given)	-3	140	14	106	92	3	140	3%	16%
CC(C)CCOCC(=O)Nc1cccc(C(=O)O)c1	.	.	11	90	79	.	.	-1%	-14%
Cc1ccc(CS(=O)(=O)Cc2ccc(C(=O)NCc3ccco3)o2)cc1	-12	160	.	.	.	13	160	-6%	-7%
COc1cccc(-c2nnc(SCC(=O)N(C(C)C)C(C)C)o2)c1	.	.	5	91	86	.	.	-5%	11%
CCn1nnc2sc3c(c2c1=O)CCC(C)C3 (stereo not given)	-19	168	17	100	83	19	168	4%	-10%
CCC(=O)c1ccc(OCC(O)CN2CCCCC2)cc1 (stereo not given)	-9	139	-7	91	98	9	139	-8%	17%
COc1cccc(NC(=O)C2CC(=O)N=C(N)S2)c1 (stereo not given)	-1	119	11	95	84	1	119	-11%	-17%
O=C(CCS(=O)(=O)Cc1ccccc1)NCc1ccco1	-38	128	-6	97	103	38	128	-5%	12%
O=C(Oc1cccc(N2C(=O)CCC2=O)c1)C1CC(=O)N(c2ccc(Br)cc2)C1 (stereo not given)	-8	95	7	99	92	8	95	0%	0%
O=C(CNC(=O)c1ccco1)OC(C(=O)c1ccccc1)c1ccccc1 (stereo not given)	-3	187	-15	78	93	3	187	-5%	16%
O=S1(=O)N=C(N2CCc3ccccc3C2)c2ccccc21	-15	175	-2	91	93	15	175	-3%	8%
COc1ccc(-c2cc(=Nc3ccc(C)cc3)c3ccccc3o2)cc1	-2	158	.	.	.	2	158	8%	-8%
Oc1c(C(c2ccccc2)N2CCc3ccccc3C2)sc2ncnn12 (stereo not given)	-10	71	15	84	69	10	71	.	.
COC(=O)NC1(C(F)(F)F)NC(=O)N(C2CCCCC2)C1=O (stereo not given)	-16	127	-7	103	111	16	127	-8%	-5%
CCOC(=O)c1ccc(NS(=O)(=O)CC)cc1	-6	159	1	98	96	6	159	-7%	-8%
Cc1cc(C(=O)CN2C(=O)c3ccccc3S2(=O)=O)c(C)n1-c1ccccc1	-9	170	8	110	102	9	170	-43%	-8%
O=C(CCn1nnc(-c2cccs2)n1)NC1CCCCC1	9	177	7	99	92	-9	177	-1%	0%
FC(F)(F)c1cnc2c(c1)Nc1ccccc1S2	6	129	-7	86	93	-6	129	-24%	0%
C(=N\n1cnnc1)/c1cccc(Oc2ccccc2)c1	.	.	13	105	92	.	.	-10%	17%

Gathered by group, those above containing a thiophene ring, fused or not (9)
SMILES	NFkB transloc inh	NFkB transloc inh cell count 2 µM	MRP reversal	MRP reversal cytotoxicity	MRP reversal with doxorubicin	NFkB transloc pot	NFkB transloc pot cell count 2 µM	Bcl-B displacement	PLAP inhibitors HTS
CCN(CC)C(=O)c1cc2c(=O)n3ccccc3nc2s1	-21	188	-11	94	106	21	188	1%	6%
O=C(NCc1ccco1)c1ccc(Cn2c(=O)c3sccc3n(Cc3ccc(F)cc3)c2=O)cc1	-12	81	12	83	71	12	81	-7%	-33%
CCC1CCCCN1C(=O)Cn1c(C(=O)OC)cc2sc(Cl)cc21 (stereo not given)	-13	112	-5	60	65	13	112	4%	11%
Cn1c(C(=O)N2CCCC(C(=O)O)C2)cc2sccc21 (stereo not given)	-3	66	-19	92	111	3	66	-6%	9%
CCc1nc2sc(C#N)c(N)c2c2c1CCCC2	-11	163	15	84	69	11	163	.	.
O=C(NC1CC1)c1scc2c1OCCO2	-6	101	1	97	95	5	101	8%	-2%
Cc1ccc(C(=O)OC2CCS(=O)(=O)c3sccc32)cc1 (stereo not given)	-7	160	6	89	83	7	160	2%	18%
CCn1nnc2sc3c(c2c1=O)CCC(C)C3 (stereo not given)	-19	168	17	100	83	19	168	4%	-10%
O=C(CCn1nnc(-c2cccs2)n1)NC1CCCCC1	9	177	7	99	92	-9	177	-1%	0%

Compound activity deposited in PubChem by several laboratories.
